MrgX1 antagonist = blocks BAM8-22 activation of human MrgX1 receptor. Q96LB2. MRGX1-HEK293 calcium flux, Fluo-4, BAM8-22 antagonism; hits give low values. B-score at 10 µM. 1.3% of 310,000 active;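 active = calcium-response B-score plate-corrected more than 3 library SD below zero, starting fluorescence within 5 deviations, no agonist response on first addition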;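 also: peak minus trough fluorescence over baseline after final BAM8-22 challenge near maximal dose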
MrgX1 PAM = allosterically activates human MrgX1 receptor signaling; MrgX1-HEK293, Fluo-4 calcium flux, FDSS; hits give high values; B-score at 10 µM; Q96LB2; 0.63% of 310,000 active;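 active = plate-corrected calcium response at least 3 library SD above typical, normal starting fluorescence, not activating the receptor alone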;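 also: compound read alongside a low EC10 to EC30 dose of BAM8-22 agonist; peak minus trough fluorescence over baseline measured at the second addition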
TRPC6 inhibitor = blocks the mouse TRPC6 cation channel. Q61143. HEK293-TRPC6, membrane potential dye, ACh-evoked depolarization; hits give low values. B-score at 10 µM. 1.1% of 310,000 active;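 active = B-score under library mean minus 3 SD, initial fluorescence not abnormally high, positive integrated signal ratio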;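 also: B-score derived from integrated fluorescence ratio over the kinetic read; more negative B-score means stronger inhibition of depolarization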
Target sequence (Q61143 whole entry, looked up): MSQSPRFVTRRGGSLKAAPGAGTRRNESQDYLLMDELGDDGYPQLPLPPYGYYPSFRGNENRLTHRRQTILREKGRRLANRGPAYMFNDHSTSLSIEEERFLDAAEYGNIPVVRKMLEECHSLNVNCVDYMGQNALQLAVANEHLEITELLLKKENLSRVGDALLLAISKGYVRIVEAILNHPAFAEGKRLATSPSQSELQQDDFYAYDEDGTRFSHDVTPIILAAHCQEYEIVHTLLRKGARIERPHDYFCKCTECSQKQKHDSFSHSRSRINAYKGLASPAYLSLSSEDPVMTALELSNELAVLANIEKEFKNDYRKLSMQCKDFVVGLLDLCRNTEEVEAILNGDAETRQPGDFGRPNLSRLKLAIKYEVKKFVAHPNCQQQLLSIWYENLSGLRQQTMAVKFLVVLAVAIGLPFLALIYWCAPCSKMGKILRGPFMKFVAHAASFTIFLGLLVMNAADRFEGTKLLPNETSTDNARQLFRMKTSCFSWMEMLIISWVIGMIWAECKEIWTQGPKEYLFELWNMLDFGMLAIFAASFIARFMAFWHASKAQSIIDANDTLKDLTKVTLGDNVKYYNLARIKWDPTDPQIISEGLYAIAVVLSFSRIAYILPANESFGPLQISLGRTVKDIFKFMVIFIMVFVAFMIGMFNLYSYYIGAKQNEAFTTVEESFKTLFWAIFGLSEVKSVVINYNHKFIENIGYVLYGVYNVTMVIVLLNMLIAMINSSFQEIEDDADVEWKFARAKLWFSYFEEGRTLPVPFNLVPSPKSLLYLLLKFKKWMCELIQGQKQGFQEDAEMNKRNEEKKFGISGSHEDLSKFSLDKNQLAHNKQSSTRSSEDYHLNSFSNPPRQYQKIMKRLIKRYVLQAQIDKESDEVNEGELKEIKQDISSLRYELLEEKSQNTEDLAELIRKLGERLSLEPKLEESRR
RGS4 pot = RGS4 potentiation or activation; HEK293 M3R/inducible RGS4, carbachol calcium flux Fluo4; hits give low values; B-score at 10 µM; 0.92% of 310,000 active; AID 463111;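 active = B-score of the integrated calcium signal more than 4 SD below the library mean, with starting fluorescence not abnormally high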;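 also: negative B-score means reduced calcium response which marks RGS4 activation or potentiation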
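Material: M3R-expressing HEK293 line, RGS4 induced by doxycycline | Schedule: Overnight RGS4 induction, 30 min dye load 37 °C, 20 min compound RT | Measured by: Fluo4 fluorescence kinetic imaging of calcium | Read-out: Integrated calcium ratio converted to B score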
HIF act = HIF pathway transcriptional activation; activation, % at 7.5 µM (by protocol); 0.32% of 300,000 active; U2OS HRE-luciferase reporter, luminescence; normalized: DMSO 0%, desferrioxamine 100%; AID 1910;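 active = mean activation of at least 10% of the iron chelator positive control signal, with at least half of replicates also reaching 10%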
TRPC6 activator = activates the mouse TRPC6 cation channel. Q61143. HEK293-TRPC6 membrane potential dye fluorescence; hits give high values. 0.13% of 310,000 active. B-score at 10 µM. AID 2550;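 active = B-score of the integrated fluorescence ratio above library mean plus 3 SD, and starting fluorescence ratio within library mean plus 5 SD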;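 also: higher score means more depolarization so channel activation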
Platelet DG rel = platelet dense granule release activity. human platelet-rich plasma, SFLLRN dense granule ATP release, luminescence. inhibition, %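 (compounds screened at 7.5 µM in platelet-rich plasma)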. 0.22% of 300,000 active;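 active = mean replicate score, as percent of positive control, at or above 50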
TRPC4 block = inhibitors of mouse TRPC4 channel | Q9QUQ5 | HEK293 TRPC4beta/mu-opioid, DAMGO-evoked Fluo4 calcium flux; hits give low values | B-score at 10 µM | 0.39% of 300,000 active | AID 2247;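 active = B-score over 3 SD under the library average, no early fluorescence shift, positive overall ratio signal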
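Material: HEK293 cells with stable TRPC4beta plus mu-opioid receptor expression; probe or stimulus: DAMGO in two steps, submaximal then maximal; technique: Fluo4 calcium fluorescence by kinetic imaging, 5 s 1 Hz baseline; measure: integrated fluorescence ratio relative to baseline, converted to per-well B score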
MrgX1 ag = human MrgX1 receptor agonism, primary screen | MrgX1-HEK293 cells, Fluo-4 calcium fluorescence, agonist mode; hits give high values | B-score at 10 µM | 0.44% of 310,000 active | AID 588627;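 active = calcium response B-score plate-corrected fluorescence ratio at least 3 library SD, with starting fluorescence B-score inside 5 SD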
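Test system: Stable human MrgX1 HEK293 cell line | Schedule: Overnight plating before 1 h dye loading | Read-out basis: Baseline-normalised fluorescence change ratio, B-scored | Detection: Kinetic calcium dye fluorescence, Fluo-4 NW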
RGS4 block = inhibitors of human RGS4. HEK293 M3R/RGS4 inducible, Fluo-4 calcium flux; hits give high values; triggered by carbachol at its EC20. B-score at 10 µM. P49798. 0.45% of 310,000 active;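 active = B-score, a plate-corrected calcium signal, over three deviations above library mean, with baseline fluorescence within five deviations of library mean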;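 also: RGS4 expression induced by doxycycline in cells with stable M3 receptor; B-score is computed from the integrated fluorescence ratio over baseline after carbachol; higher B-score means a larger calcium signal and so more RGS4 inhibition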
Target sequence (P49798 whole entry, looked up): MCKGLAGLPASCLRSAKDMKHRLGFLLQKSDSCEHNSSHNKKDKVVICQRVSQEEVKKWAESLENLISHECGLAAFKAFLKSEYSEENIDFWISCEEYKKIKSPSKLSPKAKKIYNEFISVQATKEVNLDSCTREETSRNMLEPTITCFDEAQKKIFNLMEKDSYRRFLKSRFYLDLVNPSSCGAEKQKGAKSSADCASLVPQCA
SKKanGAS inh = SKKanGAS growth inhibition; AID 1662; S. pyogenes SKKanGAS, kanamycin growth, BacTiter-Glo, 6 h; 1.3% of 300,000 active; inhibition, % at 7.5 µM;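 active = mean replicate score, as percent of positive control median, at least 50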;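 also: strain carries kanamycin resistance gene driven by streptokinase promoter and grows in 40 µg/ml kanamycin; loss of luminescence reflects streptokinase promoter inhibition or plain growth inhibition; 0% = median of DMSO wells and 100% = positive control at its reference dose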
* = called active by the depositor.

How did Cn1c(SCC(=O)Nc2cc(Cl)cc(Cl)c2)nnc1-c1ccc2nonc2c1 do in these assays?
MrgX1 antagonist: inactive; MrgX1 PAM: inactive; TRPC6 inhibitor: inactive; RGS4 pot: inactive; HIF act: -0.2; TRPC6 activator: inactive; Platelet DG rel: -8.0; TRPC4 block: inactive; MrgX1 ag: inactive; RGS4 block: inactive; SKKanGAS inh: 10.3

Results for CC(=O)c1c(-c2ccccc2)[nH]c2ccccc12 ?
MrgX1 antagonist: inactive; MrgX1 PAM: inactive; TRPC6 inhibitor: inactive; RGS4 pot: inactive; HIF act: -7.5; TRPC6 activator: inactive; Platelet DG rel: 14.0; TRPC4 block: inactive; MrgX1 ag: inactive; RGS4 block: inactive; SKKanGAS inh: -0.6

How did CCN(CC)C(=O)c1ccc(C)c(Br)c1 do in these assays?
MrgX1 antagonist: inactive; MrgX1 PAM: inactive; TRPC6 inhibitor: inactive; RGS4 pot: inactive; HIF act: -0.7; TRPC6 activator: inactive; Platelet DG rel: -0.2; TRPC4 block: inactive; MrgX1 ag: inactive; RGS4 block: inactive; SKKanGAS inh: -7.3

Results for COc1ccc(NC(=O)CN2C(=O)CC(C)S(=O)(=O)c3ccccc32)cc1 (configuration not stated) ?
MrgX1 antagonist: inactive; MrgX1 PAM: inactive; TRPC6 inhibitor: inactive; RGS4 pot: inactive; HIF act: -0.5; TRPC6 activator: inactive; Platelet DG rel: -14.8; TRPC4 block: inactive; MrgX1 ag: inactive; RGS4 block: inactive; SKKanGAS inh: 15.3

What do the screens show for `O=C1NC(=O)/C(=C\c2cn(CC(=O)N3CCOCC3)c3ccccc23)S1`?
MrgX1 antagonist: inactive; MrgX1 PAM: inactive; TRPC6 inhibitor: inactive; RGS4 pot: inactive; HIF act: -0.2; TRPC6 activator: inactive; Platelet DG rel: -3.5; TRPC4 block: inactive; MrgX1 ag: inactive; RGS4 block: inactive; SKKanGAS inh: 9.0

How did CCCCN(CC)C(=O)Cc1cn(C)c2ccccc12 do in these assays?
MrgX1 antagonist: inactive; MrgX1 PAM: inactive; TRPC6 inhibitor: inactive; RGS4 pot: inactive; HIF act: -0.7; TRPC6 activator: inactive; Platelet DG rel: 4.2; TRPC4 block: inactive; MrgX1 ag: inactive; RGS4 block: inactive; SKKanGAS inh: -1.2

What do the screens show for `CC1CCC(NC(=O)c2nn(C)c3c2CS(=O)(=O)c2ccccc2-3)CC1` (configuration not stated)?
MrgX1 antagonist: inactive; MrgX1 PAM: inactive; TRPC6 inhibitor: inactive; RGS4 pot: inactive; HIF act: -0.6; TRPC6 activator: inactive; Platelet DG rel: 9.1; TRPC4 block: inactive; MrgX1 ag: inactive; RGS4 block: inactive; SKKanGAS inh: -4.6

What do the screens show for `COc1cccc(CNc2ccc3c(c2)CCC3)c1`?
MrgX1 antagonist: inactive; MrgX1 PAM: inactive; TRPC6 inhibitor: inactive; RGS4 pot: inactive; HIF act: 1.2; TRPC6 activator: inactive; Platelet DG rel: -0.7; TRPC4 block: inactive; MrgX1 ag: inactive; RGS4 block: inactive; SKKanGAS inh: -0.2

How did O=C(c1cc(Cl)nc2ccccc12)N1CCN(S(=O)(=O)c2cccc(C(F)(F)F)c2)CC1 do in these assays?
MrgX1 antagonist: inactive; MrgX1 PAM: inactive; TRPC6 inhibitor: inactive; RGS4 pot: inactive; HIF act: -0.4; TRPC6 activator: inactive; Platelet DG rel: -3.8; TRPC4 block: inactive; MrgX1 ag: inactive; RGS4 block: inactive; SKKanGAS inh: -5.2

Results for COc1cccc(CNC(=O)Cc2csc(NC(=O)Nc3ccccc3OC)n2)c1 ?
MrgX1 antagonist: inactive; MrgX1 PAM: inactive; TRPC6 inhibitor: inactive; RGS4 pot: inactive; HIF act: -0.3; TRPC6 activator: inactive; Platelet DG rel: 11.8; TRPC4 block: inactive; MrgX1 ag: inactive; RGS4 block: inactive; SKKanGAS inh: -9.8

How did c1ccc2[nH]c(N3CCOCC3)nc2c1 do in these assays?
MrgX1 antagonist: inactive; MrgX1 PAM: inactive; TRPC6 inhibitor: inactive; RGS4 pot: inactive; HIF act: 0.3; TRPC6 activator: inactive; Platelet DG rel: 2.8; TRPC4 block: inactive; MrgX1 ag: inactive; RGS4 block: inactive; SKKanGAS inh: -4.2

What do the screens show for `Cc1ccc(CNc2cc(C(=O)O)ccc2Cl)s1`?
MrgX1 antagonist: inactive; MrgX1 PAM: inactive; TRPC6 inhibitor: inactive; RGS4 pot: inactive; HIF act: 1.2; TRPC6 activator: inactive; Platelet DG rel: -1.2; TRPC4 block: inactive; MrgX1 ag: inactive; RGS4 block: inactive; SKKanGAS inh: 2.1

How did CN(Cc1ccccc1)CC(O)COc1ccc(CNCc2cccnc2)cc1 (configuration not stated) do in these assays?
MrgX1 antagonist: inactive; MrgX1 PAM: inactive; TRPC6 inhibitor: inactive; RGS4 pot: inactive; HIF act: 0.1; TRPC6 activator: inactive; Platelet DG rel: -0.5; TRPC4 block: inactive; MrgX1 ag: inactive; RGS4 block: inactive; SKKanGAS inh: 3.5

How did CC(C(=O)Nc1nc2ccccc2[nH]1)N1C(=O)C2CC=CCC2C1=O (configuration not stated) do in these assays?
MrgX1 antagonist: inactive; MrgX1 PAM: inactive; TRPC6 inhibitor: inactive; RGS4 pot: inactive; HIF act: 0.5; TRPC6 activator: inactive; Platelet DG rel: -1.3; TRPC4 block: inactive; MrgX1 ag: inactive; RGS4 block: inactive; SKKanGAS inh: -0.3

Results for O=C(O)c1cc(N/N=C/C=C/c2ccccc2)ccc1Cl ?
MrgX1 antagonist: inactive; MrgX1 PAM: inactive; TRPC6 inhibitor: inactive; RGS4 pot: inactive; HIF act: 4.3; TRPC6 activator: inactive; Platelet DG rel: 4.3; TRPC4 block: inactive; MrgX1 ag: inactive; RGS4 block: inactive; SKKanGAS inh: 5.4

What do the screens show for `O=C(O)c1cc(NC(=O)c2ccc3c(c2)C(=O)N(Cc2ccccc2)C3=O)cc(C(=O)O)c1`?
MrgX1 antagonist: inactive; MrgX1 PAM: inactive; TRPC6 inhibitor: inactive; RGS4 pot: inactive; HIF act: 0.1; TRPC6 activator: inactive; Platelet DG rel: -6.2; TRPC4 block: inactive; MrgX1 ag: inactive; RGS4 block: inactive; SKKanGAS inh: -2.0

How did CN(C)CCNC(=O)c1cc2cc(Br)ccc2oc1=O do in these assays?
MrgX1 antagonist: inactive; MrgX1 PAM: inactive; TRPC6 inhibitor: inactive; RGS4 pot: inactive; HIF act: 0.2; TRPC6 activator: inactive; Platelet DG rel: 9.9; TRPC4 block: inactive; MrgX1 ag: inactive; RGS4 block: inactive; SKKanGAS inh: -0.5

How did C(=N\n1cnnc1)/c1nc2ccccc2[nH]1 do in these assays?
MrgX1 antagonist: inactive; MrgX1 PAM: inactive; TRPC6 inhibitor: inactive; RGS4 pot: inactive; HIF act: -10.8; TRPC6 activator: inactive; Platelet DG rel: 1.0; TRPC4 block: inactive; MrgX1 ag: inactive; RGS4 block: inactive; SKKanGAS inh: -1.1

Results for O=C(COc1ccc(F)cc1F)Nc1cccnc1 ?
MrgX1 antagonist: inactive; MrgX1 PAM: inactive; TRPC6 inhibitor: inactive; RGS4 pot: inactive; HIF act: 0.7; TRPC6 activator: inactive; Platelet DG rel: -25.8; TRPC4 block: inactive; MrgX1 ag: inactive; RGS4 block: inactive; SKKanGAS inh: -13.0

What do the screens show for `CN(C)CCCNc1ncnc2c1c(-c1ccccc1)cn2-c1ccccc1`?
MrgX1 antagonist: inactive; MrgX1 PAM: inactive; TRPC6 inhibitor: inactive; RGS4 pot: inactive; HIF act: 0.5; TRPC6 activator: inactive; Platelet DG rel: -10.5; TRPC4 block: inactive; MrgX1 ag: inactive; RGS4 block: inactive; SKKanGAS inh: -4.3

What do the screens show for `CCOC(=O)C1=C(C)OC(N)=C(C#N)C1c1cc(F)ccc1F` (configuration not stated)?
MrgX1 antagonist: inactive; MrgX1 PAM: inactive; TRPC6 inhibitor: inactive; RGS4 pot: inactive; HIF act: 0.1; TRPC6 activator: inactive; Platelet DG rel: 11.4; TRPC4 block: inactive; MrgX1 ag: inactive; RGS4 block: inactive; SKKanGAS inh: 0.7

What do the screens show for `CCOC(=O)N1C2=NC(C(=O)OC)=C(C(=O)OC)[C@@H]3N(C)c4ccccc4[C@]23C[C@H]1C(=O)OC`?
MrgX1 antagonist: inactive; MrgX1 PAM: inactive; TRPC6 inhibitor: inactive; RGS4 pot: inactive; HIF act: -0.5; TRPC6 activator: inactive; Platelet DG rel: 2.6; TRPC4 block: inactive; MrgX1 ag: inactive; RGS4 block: inactive; SKKanGAS inh: -1.5

How did CC(C)CC(NS(=O)(=O)c1ccccc1)C(=O)O (configuration not stated) do in these assays?
MrgX1 antagonist: inactive; MrgX1 PAM: inactive; TRPC6 inhibitor: inactive; RGS4 pot: inactive; HIF act: 0.3; TRPC6 activator: inactive; Platelet DG rel: -1.9; TRPC4 block: inactive; MrgX1 ag: inactive; RGS4 block: inactive; SKKanGAS inh: -10.8

What do the screens show for `Cc1ccccc1NS(=O)(=O)c1c(C(=O)N2CCCCCC2)c(C)n(C)c1C`?
MrgX1 antagonist: inactive; MrgX1 PAM: inactive; TRPC6 inhibitor: inactive; RGS4 pot: inactive; HIF act: 0.4; TRPC6 activator: inactive; Platelet DG rel: -10.6; TRPC4 block: inactive; MrgX1 ag: inactive; RGS4 block: inactive; SKKanGAS inh: 42.5

Results for O=C(O)CC/C(=C\c1cc([N+](=O)[O-])ccc1Cl)c1nc2ccccc2s1 ?
MrgX1 antagonist: inactive; MrgX1 PAM: inactive; TRPC6 inhibitor: inactive; RGS4 pot: inactive; HIF act: -0.1; TRPC6 activator: inactive; Platelet DG rel: 4.9; TRPC4 block: inactive; MrgX1 ag: inactive; RGS4 block: inactive; SKKanGAS inh: 29.8

How did Cc1[nH]n(C(N)=S)c(=O)c1N=Nc1ccc([N+](=O)[O-])cc1Cl do in these assays?
MrgX1 antagonist: inactive; MrgX1 PAM: inactive; TRPC6 inhibitor: inactive; RGS4 pot: inactive; HIF act: -0.4; TRPC6 activator: inactive; Platelet DG rel: 6.3; TRPC4 block: inactive; MrgX1 ag: inactive; RGS4 block: inactive; SKKanGAS inh: 5.9

Results for Fc1ccccc1/C=N/Nc1nn[nH]n1 ?
MrgX1 antagonist: inactive; MrgX1 PAM: inactive; TRPC6 inhibitor: inactive; RGS4 pot: inactive; HIF act: -0.3; TRPC6 activator: inactive; Platelet DG rel: -12.2; TRPC4 block: inactive; MrgX1 ag: inactive; RGS4 block: inactive; SKKanGAS inh: -14.6

From PubChem
